# Bioassay records (PubChem BioAssay)
# GPR151 activ = activators of human GPR151, primary screen, cell-based, PathHunter beta-arrestin, luminescence; G-protein coupled receptor 151 (Homo sapiens), Q8TDV0; PathHunter beta-arrestin GPR151 cells; activation, % at 11.2 µM; 1% of 650,000 active; AID 1508602, 2020; in the data active means activation above about 4.9%;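 further: 0% = median of compound wells and 100% = cells with positive control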
# Target sequence (Q8TDV0 whole entry, looked up): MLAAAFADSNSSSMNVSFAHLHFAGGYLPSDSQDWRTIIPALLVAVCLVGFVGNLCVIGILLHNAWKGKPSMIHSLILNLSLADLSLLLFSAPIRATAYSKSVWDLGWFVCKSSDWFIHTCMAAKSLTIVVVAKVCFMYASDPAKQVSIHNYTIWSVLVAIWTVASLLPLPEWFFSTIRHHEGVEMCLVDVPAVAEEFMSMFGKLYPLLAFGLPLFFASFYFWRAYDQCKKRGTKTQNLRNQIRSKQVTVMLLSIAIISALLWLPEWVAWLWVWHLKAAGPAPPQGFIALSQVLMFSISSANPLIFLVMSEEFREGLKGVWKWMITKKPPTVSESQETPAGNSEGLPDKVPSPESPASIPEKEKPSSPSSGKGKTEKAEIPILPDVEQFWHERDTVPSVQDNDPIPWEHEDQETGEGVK
# MITF inh = MITF inhibitors, primary screen, biochemical, AlphaScreen, human. Microphthalmia-associated transcription factor (Homo sapiens), O75030. AlphaScreen MITF homodimerization, bead proximity signal. inhibition, % at 2.6 µM. 0.91% of 650,000 active. AID 1259374, 2018; in the data active means inhibition above about 50%;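 further: 0% = vehicle wells with protein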
# FBW7 act = FBW7 E3 ligase activators, primary screen, biochemical, AlphaScreen, human; F-box/WD repeat-containing protein 7 (Homo sapiens), Q969H0; AlphaScreen FBW7–phospho-cyclin E peptide binding, activator screen; normalized activity (activation), % at 26.1 µM; 0.13% of 650,000 active; AID 1259310, 2017; in the data active means normalized activity above about 1.9%;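 further: purified mutant Fbw7 with reduced substrate affinity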
# Target sequence (Q969H0 whole entry, looked up): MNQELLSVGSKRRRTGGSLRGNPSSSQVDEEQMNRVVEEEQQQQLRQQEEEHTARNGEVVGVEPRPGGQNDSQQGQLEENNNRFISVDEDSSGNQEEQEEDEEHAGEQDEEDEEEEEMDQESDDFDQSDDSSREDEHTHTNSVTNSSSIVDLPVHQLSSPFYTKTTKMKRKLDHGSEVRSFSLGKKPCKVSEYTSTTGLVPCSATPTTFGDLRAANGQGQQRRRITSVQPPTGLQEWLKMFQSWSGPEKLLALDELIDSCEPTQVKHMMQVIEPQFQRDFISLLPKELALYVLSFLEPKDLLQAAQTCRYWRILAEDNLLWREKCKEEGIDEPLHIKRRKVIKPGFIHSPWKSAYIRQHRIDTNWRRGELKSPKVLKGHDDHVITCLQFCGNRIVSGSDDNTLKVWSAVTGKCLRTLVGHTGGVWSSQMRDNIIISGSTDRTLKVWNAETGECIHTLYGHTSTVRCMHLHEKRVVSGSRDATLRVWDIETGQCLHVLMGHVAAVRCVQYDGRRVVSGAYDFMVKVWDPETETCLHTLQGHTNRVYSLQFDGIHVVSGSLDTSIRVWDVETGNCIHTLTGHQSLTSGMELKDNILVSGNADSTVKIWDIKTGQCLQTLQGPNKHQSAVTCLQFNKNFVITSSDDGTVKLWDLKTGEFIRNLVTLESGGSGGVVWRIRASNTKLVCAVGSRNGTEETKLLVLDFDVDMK
# TEAD-YAP inh = TEAD-YAP interaction inhibition, primary screen, TEAD-YAP interaction inhibitor project, luminescence, HEK-TIYL cells; TEAD-Gal4/YAP UAS-luciferase luminescence; inhibition, % at 9.12 µM; 1.4% of 640,000 active; in the data active means inhibition above about 32%;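 further: 0% = median of test compound wells and 100% = reference inhibitor wells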
# * hit, by the source's call; & = joins results of further samples.
SMILES,GPR151 activ,MITF inh,FBW7 act,TEAD-YAP inh
COc1ccc(OC)c(NC(=O)c2cccc(NC(=O)C3C4CC5OC(=O)C3C5C4)c2)c1 (stereo not given),0.7,21,-0.1,10
CCOc1ccc2nc3sc(C(=O)NCc4ccc5c(c4)OCO5)c(N)c3cc2c1,0.3,-42,0.3,-1
Cc1cccc(NC2=C(C(=O)c3ccc(Cl)cc3)C(c3ccc(F)cc3)N(CCCCCC(=O)O)C2=O)c1 (stereo not given),0.8,79*,0.3,-17
CC(=O)Oc1cccc(/C=c2\sc3nc(=O)c(Cc4ccc(F)cc4)nn3c2=O)c1,-1.4,14,0.7,5
N#Cc1ccsc1NC(=O)CSc1ncn[nH]1,-2.5,3,0.1,-10
CCOC(=O)C1CCN(Cc2ccc(OC)c3ccccc23)CC1,0.9,5,0.1,4
O=C(Cn1c2ccccc2c2ccccc21)N1CCC(O)(c2ccccn2)CC1,-0.2,-8,0.1,-6
C=C1CC2C3C=C(C)C4=CC(=O)CC[C@]4(C)C3CC[C@]2(C)[C@@]1(OC(C)=O)C(C)=O (stereo not given in full),1.2&1.0,5&26,-0.1&-0.1,-9
O=C(N/N=C\c1ccc(-c2ccc([N+](=O)[O-])cc2)o1)c1cnccn1,-0.5,10,0.3,-5
O=C(COc1ccccc1[N+](=O)[O-])Nc1cccc(C(F)(F)F)c1,0.9,-2,-0.1,1
Cc1cnc(CN(C)C(=O)Cn2nnnc2CN2CCC(C)CC2)[nH]1,-1.2,18,0.5,10
Cc1ccc2c(c1)-c1cc(C)nn1C(c1ccc(O)c(O)c1)N2 (stereo not given),0.5,-9,0.0,-9
C/C(=N\OCC(=O)Nc1sc2c(c1C#N)CC(C)(C)NC2(C)C)c1cccs1,-0.2,15,0.0,0
O=C(COc1ccc(Cl)cc1)Nc1ccc(-c2nc3cc(Cl)ccc3o2)cc1,1.3,-8,0.1,6
COc1cc(-c2nc3ccc([N+](=O)[O-])cc3[nH]2)ccc1O,-2.1,7,0.0,20
COc1ccc(N2C(SC)=NC(=Nc3cccc(C)c3)C23CCCCC3)cc1,0.0,7,-0.1,2
O=C(CN1CCC(n2nnc3ccccc32)CC1)Nc1ccccc1Br,-0.2,0,0.4,0
O=c1/c(=C/c2ccc(OCc3ccccc3F)cc2)sc2nc3ccccc3n12,0.5,0,0.1,0
COc1ccc(CN2CCN(C(=O)c3cccc(Cl)c3)CC2)c(OC)c1OC,-0.8,35,-0.2,6
C#CC(C)(CC)NC(=O)Cn1nnc(-c2ccc(S(C)(=O)=O)cc2)n1 (stereo not given),-0.4,23,0.2,-3
Cc1cccc(NC(=O)CN2C(=O)N/C(=C/c3ccc(N4CCCC4)cc3F)C2=O)c1,-0.4,1,-0.1,-1
C#CCN(CC=C)C(=O)CCc1nnc(CCc2ccccc2OC)o1,0.9,-3,0.1,-15
COc1ccc(NC(=O)c2ccc(Br)c(S(=O)(=O)N3CCCCC3)c2)cc1,0.4,7,-0.1,15
O=[N+]([O-])c1cc2c(cc1CN1CCN(c3cccc(Cl)c3)CC1)OCO2,0.5,10,0.1,5
CCC(=O)NC(=S)Nc1ccc(S(=O)(=O)N(C)C)cc1,1.1,0,-0.1,3
CC1CC(C)(C)NC(=S)N1CCCC(=O)N1CCc2ccccc21 (stereo not given),-0.4,5,-0.1,4
COc1cccc(C(=O)N(CCCO)Cc2cc3ccc(OC)cc3[nH]c2=O)c1,2.1,-2,0.2,1
O=C(O)c1ccc(N2CCc3ccccc32)c([N+](=O)[O-])c1,-0.3,-3,-0.2,8
Cc1nnc(SCc2cccc(Cl)c2)[nH]c1=O,-0.1,5,0.3,0
CN(C(=O)N1CCC(C(=O)NC(c2ccc(F)cc2)c2ccccn2)CC1)c1ccccc1 (stereo not given),0.2,-11,-0.4,6
O=C(O)c1ccc2c(c1)C(=O)N(c1ccc(N3CCc4ccccc4C3)c([N+](=O)[O-])c1)C2=O,-1.3,12,-0.1,9
CCN1C(=O)/C(=C2\C=Cc3ccccc3N2CC)SC1=S,1.4,7,-0.8,-7
N#Cc1ccccc1NC(=O)COC(=O)CNC(=O)c1ccccc1,3.4,0,-0.1,-9
CSCCNC(=O)C1CC(CCc2ccccc2)=NO1 (stereo not given),0.6,6,0.1,-26
CC1C(=O)N2CCCc3cc(NC(=O)c4ccc(C(C)(C)C)cc4)cc1c32 (stereo not given),0.0,2,-0.1,-18
CNc1ccccc1-c1nc2ccccc2n(C)c1=O,1.7,15,0.0,-10
CCOC(=O)c1ccc(NC(=O)C2CC(=O)N(C)C(=Nc3cccc(F)c3)S2)cc1 (stereo not given),1.1,-8,0.0,-14
CC(=O)c1ccc(-c2ccc3c(c2)COC2(CCN(C)CC2)O3)cc1,0.4,-15,0.1,5
O=C1N/C(=C/c2ccc(N3CCCC3)c(F)c2)C(=O)N1Cc1ccccc1F,0.2,13,0.0,6
O=S(=O)(NCC(c1ccco1)N1CCOCC1)c1ccc(Cl)cc1 (stereo not given),-1.0,10,0.0,0
Cc1nc2c(c(=O)[nH]1)CCN(C(=O)c1cc(-c3ccc(C)o3)[nH]n1)C2,0.7,0,-0.1,-4
NC(=O)c1nc(-c2ccccc2F)nc2c1[nH]c(=O)n2Cc1ccccc1,0.1,20,0.0,7
C=CCOc1ccccc1/C=C(\C#N)c1[nH]nc(N)c1C#N,-0.5,0,0.2,-3
COc1cccc(/C=C(\NC(=O)c2ccc(OC)cc2Cl)C(=O)N2CC3CC(C2)c2cccc(=O)n2C3)c1 (stereo not given),-1.2,15,0.1,5
CC(C)CC(Nc1ncnc2ccccc12)C(=O)O (stereo not given),-0.2,5,0.1,-13
Cc1cc(C2(c3ccc(O)c(C)c3)C(=O)N(Cc3ccccc3)c3ccccc32)ccc1O,-0.5,-4,-0.1,7
O=C(CSc1nnnn1C1CCCC1)c1ccc(F)cc1,1.4,-2,0.0,-64
COc1ccc(-c2[nH]ncc2C(=O)O)cc1,0.2,-18,-0.1,0
O=C(c1cccs1)N1CCC(N(C2CC2)S(=O)(=O)c2ccccc2)CC1,-2.4,8,0.3,-5
O=C(Nc1ccc2c(c1)OCCO2)c1ccc2c(c1)ncn2-c1ccccc1,-1.0,5,-0.1,-36
O=c1[nH]nc(-c2cccs2)n1-c1ccncc1,-0.2,5,0.3,1
Cc1cccc(C(=O)NNC(=O)COc2ccccc2)c1,2.3,-10,0.0,-11
CCN(CC)CC#CC(C)(CC)OC(C)=O (stereo not given),-0.3,-5,0.0,2
COc1ccc(C2CC(C(F)(F)F)n3nc(C(=O)Nc4cc(Cl)ccc4C)cc3N2)cc1 (stereo not given),0.7,4,-0.2,7
Cc1c(C(=O)NCCN2CCOCC2)sc2ncn(Cc3ccccc3Cl)c(=O)c12,0.4,7,0.2,4
COc1cc2c(C(=O)O)c(C)n(-c3ccccc3)c2c2ccccc12,1.8,-2,0.1,14
Cc1ccc(C(=O)N2CCCC(C)C2)cc1 (stereo not given),0.7,-4,0.0,-21
O=C1CN(C(=S)Nc2ccccc2Cl)CCN1,0.6,0,0.2,5
CCOC(=O)C1CCCN(c2c(NCCCN(CC)CC)c(=O)c2=O)C1 (stereo not given),-2.8,22,0.2,-1
CCC1CCCCN1S(=O)(=O)c1ccc2ccccc2c1 (stereo not given),0.9,8,0.2,3

# Complete entries as entered above.
# COc1ccc(-c2[nH]ncc2C(=O)O)cc1 as listed: GPR151 activ: 0.2; MITF inh: -18; FBW7 act: -0.1; TEAD-YAP inh: 0
# NC(=O)c1nc(-c2ccccc2F)nc2c1[nH]c(=O)n2Cc1ccccc1 as listed: GPR151 activ: 0.1; MITF inh: 20; FBW7 act: 0.0; TEAD-YAP inh: 7

# Next section.
SMILES,GPR151 activ,MITF inh,FBW7 act,TEAD-YAP inh
CC(=O)N1CCc2cc(C(O)CN3CCN(c4cc(Cl)ccc4C)CC3)ccc21 (stereo not given),-0.9,9,0.0,-7
O=C(C1CCCN1S(=O)(=O)c1cccc2nsnc12)N1CCCCC1 (stereo not given),1.4,-6,-0.1,-1
Clc1cccc(CSc2nc(NCCc3ccccc3)c3ccccc3n2)c1,2.3,12,1.0,-6
CC[C@H](Cn1ncc2ccccc2c1=O)NC(=O)CN1C(=O)C2C3CCC(C3)C2C1=O (stereo not given in full),-0.9,-19,0.1,6
COc1cc(C(=O)Nc2ccc(S(=O)(=O)N3CCCC3)cc2)c([N+](=O)[O-])cc1OC,-0.1,0,0.7,8
C=CCc1ccccc1OCC(O)CNC(C)C (stereo not given),-1.6&-0.7&0.8,28&17&-12,0.2&0.0&0.8,9&2
COc1ccccc1NC(=O)c1cc(C(=O)Nc2ccccc2OC)cc([N+](=O)[O-])c1,1.0,11,0.2,1
Cc1ccc(C(=O)Nc2ccccc2C(=O)NC(Cc2ccc(O)cc2)C(=O)O)cc1 (stereo not given),0.5,-7,0.1,8
CC(C)(C)c1ccccc1NC(=O)c1cccnc1,-0.7,22,0.9,0
O=C(/C=C/c1cccc([N+](=O)[O-])c1)Nc1nc(-c2ccccc2)cs1,0.9,21,0.1,-2
Oc1cccc(/C=N/Nc2ccc(Cl)nn2)c1O,-0.9,90*,-1.0,79*
Cc1ccc(C(C(=O)NCc2ccccc2)N(Cc2ccco2)C(=O)c2csnn2)cc1 (stereo not given),3.0,-15,-0.1,15
CCOC(=O)/C(C#N)=C(/c1ccc(F)cc1)N(CC)CC,-1.8,-6,-0.1,-8
COc1ccc(NC(=O)C2=C(C)NC(=O)NC2c2ccccc2C)c(OC)c1 (stereo not given),-0.5,-5,-0.2,-1
CCc1ccc(CNc2nc3nc(C)cc(=O)n3[nH]2)cc1,0.9,5,0.1,2
CC(=NCCc1ccccn1)c1c(C)[nH]n(-c2ccc([N+](=O)[O-])cc2)c1=O,0.1,-1,0.0,-10
Cc1ccc(S(=O)(=O)N2CCN3C(=O)[C@@H]4CCCN4C(=O)[C@H]3C2)cc1,0.9,5,-0.1,-5
Cc1c(C(=O)Nc2ccc(N(C)C)cc2)cccc1[N+](=O)[O-],0.0,16,-0.1,-45
c1nc(NCC2(N3CCOCC3)CCCCC2)c2c3c(sc2n1)CCC3,-0.5,-3,-0.1,1
Cc1ccc2[nH]c(=O)c(CN(CCO)C(=O)N3CCOCC3)cc2c1,2.8,2,0.1,-5

# Sorted by molecular weight (ascending): 17 of the compounds above
SMILES,GPR151 activ,MITF inh,FBW7 act,TEAD-YAP inh
C=CCc1ccccc1OCC(O)CNC(C)C (stereo not given),-1.6&-0.7&0.8,28&17&-12,0.2&0.0&0.8,9&2
CC(C)(C)c1ccccc1NC(=O)c1cccnc1,-0.7,22,0.9,0
Oc1cccc(/C=N/Nc2ccc(Cl)nn2)c1O,-0.9,90*,-1.0,79*
CCc1ccc(CNc2nc3nc(C)cc(=O)n3[nH]2)cc1,0.9,5,0.1,2
CCOC(=O)/C(C#N)=C(/c1ccc(F)cc1)N(CC)CC,-1.8,-6,-0.1,-8
Cc1c(C(=O)Nc2ccc(N(C)C)cc2)cccc1[N+](=O)[O-],0.0,16,-0.1,-45
Cc1ccc2[nH]c(=O)c(CN(CCO)C(=O)N3CCOCC3)cc2c1,2.8,2,0.1,-5
O=C(/C=C/c1cccc([N+](=O)[O-])c1)Nc1nc(-c2ccccc2)cs1,0.9,21,0.1,-2
Cc1ccc(S(=O)(=O)N2CCN3C(=O)[C@@H]4CCCN4C(=O)[C@H]3C2)cc1,0.9,5,-0.1,-5
CC(=NCCc1ccccn1)c1c(C)[nH]n(-c2ccc([N+](=O)[O-])cc2)c1=O,0.1,-1,0.0,-10
c1nc(NCC2(N3CCOCC3)CCCCC2)c2c3c(sc2n1)CCC3,-0.5,-3,-0.1,1
O=C(C1CCCN1S(=O)(=O)c1cccc2nsnc12)N1CCCCC1 (stereo not given),1.4,-6,-0.1,-1
Clc1cccc(CSc2nc(NCCc3ccccc3)c3ccccc3n2)c1,2.3,12,1.0,-6
Cc1ccc(C(=O)Nc2ccccc2C(=O)NC(Cc2ccc(O)cc2)C(=O)O)cc1 (stereo not given),0.5,-7,0.1,8
CC[C@H](Cn1ncc2ccccc2c1=O)NC(=O)CN1C(=O)C2C3CCC(C3)C2C1=O (stereo not given in full),-0.9,-19,0.1,6
COc1cc(C(=O)Nc2ccc(S(=O)(=O)N3CCCC3)cc2)c([N+](=O)[O-])cc1OC,-0.1,0,0.7,8
Cc1ccc(C(C(=O)NCc2ccccc2)N(Cc2ccco2)C(=O)c2csnn2)cc1 (stereo not given),3.0,-15,-0.1,15

# (continued)
SMILES,GPR151 activ,MITF inh,FBW7 act,TEAD-YAP inh
O=C(NC1CCCC1)C(c1cccs1)N(Cc1ccco1)C(=O)C(F)(F)F (stereo not given),-0.5,-1,0.2,4
COc1ccc(S(=O)(=O)N2CCCC(C(=O)c3sccc3C)C2)cc1OC (stereo not given),1.2,4,-0.1,10
O=C(COc1ccc([N+](=O)[O-])cc1Cl)Nc1ccc2[nH]c(=O)[nH]c2c1,-0.8,13,-0.1,-1
Cc1ccc(OCC(=O)NNC(=S)NC(=O)c2cc3ccccc3oc2=O)cc1,-0.3,3,-0.1,2
O=C(O)C(Cc1ccc([N+](=O)[O-])cc1)NC(=O)C(c1ccccc1)c1ccccc1 (stereo not given),0.4,-2,-0.1,-5
CC(C)C(=O)Nc1ccc(N2CCN(C(=O)C(C)C)CC2)c(Cl)c1,-1.1,-1,-0.1,-7
Cc1cc(NC(=O)Nc2cc(C)nn2-c2ccccc2)n(-c2ccccc2)n1,-0.2,7,0.2,0
